Source: PubChem BioAssay (Broad Institute)
PGC1a acetyl inh = inhibitors of PGC1a acetylation signal, primary screen, cell-based, U2OS, AlphaScreen, inhibitor mode | inhibition, % at 15.6 µM | 0.17% of 350,000 active | AlphaScreen anti-acetyl-lysine; with virally co-expressed GCN5 acetyltransferase;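 active means every replicate shows inhibition of at least 40%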;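 further: 0% = neutral control wells and 100% = positive control wells; some results beyond the cut were filed as inactive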
Cneo AK release = Cryptococcus neoformans cell lysis inducers, primary screen, AK release luminescence, single concentration; 0.2% of 360,000 active; lysis activity, % at 15 µM; C. neoformans lysis, adenylate kinase release luminescence, 4 h; normalised: neutral wells 0, clomiphene wells 100;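 active means mean lysis activity across replicates of at least 80%, whatever share of replicates individually reach that level; inactive means mean lysis activity below 80%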
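Assay system: log-phase C. neoformans yeast / Quantity: yeast cell density of 5 × 10^6 cells/mL / Medium: fresh YPD growth medium / Compound: single dose / Timing: static 4 h at 37 °C with compound, 1 h detection / Measured by: adenylate kinase release luminescence / Read-out: lysis from increased AK signal / Benchmarks: Clomiphene as positive lysis control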
LGR2 antag = inhibitors of bursicon-induced LGR2 CRE-luciferase signal, primary screen, cell-based, HEK293, CRE-luciferase reporter, bursicon stimulation; Drosophila bursicon receptor LGR2 (rickets); inhibition, % at 9.99 µM; bursicon-stimulated, 4 h; 0.35% of 380,000 active; AID 720647, 2013;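 active means drop in luminescence signal, shown as inhibition above about 50% in the replicate tests, limit read from the data, passing the limit was not always enough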;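 further: agonist challenge used bursicon conditioned medium at about half maximal strength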
PAX8 inh HTS = inhibitors of PAX8-driven TPO luciferase reporter, primary screen, RMG-I cells, single concentration; 1.2% of 360,000 active; inhibition, % at 12.6 µM; SteadyGlo, 24 h;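 active means mean replicate inhibition at least 60% with every replicate also reaching 60%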;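 further: luciferase light reporting Pax8 driven TPO promoter activity; plate controls were median of neutral control wells for no effect and mitoxantrone controls for full effect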
PglD inh = C. jejuni PglD acetyltransferase inhibitors, primary screen, biochemical, DTNB colorimetric, single point | UDP-N-acetylbacillosamine N-acetyltransferase PglD (Campylobacter jejuni) | purified PglD enzyme, DTNB colorimetric CoA detection | inhibition, % at 12.5 µM | 0.098% of 360,000 active | AID 602405, 2012; in the data active means inhibition above about 16%, passing the limit was not always enough; further: strong numbers were not always called active
C2C12 statin = suppressors of statin myotoxicity in C2C12 myotubes, primary screen, cell-based, single point, plate reader. C2C12 myotubes + simvastatin, ATP luminescence, 48 h; scaled: DMSO 0, geranylgeraniol control 100. rescue of ATP level, % at 7.49 µM. 0.78% of 330,000 active. AID 602340, 2012;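 active means mean ATP rescue above about 67%, or every replicate alone reaching that limit, limit read from the data, passing the limit was not always enough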;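 further: myotubes were challenged with 10 µM simvastatin during compound exposure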
INS-1E GSIS act = GLuc luminescence reporter in INS-1E cells, primary screen for activators of glucose-dependent secretion of insulin; INS-1E GLuc reporter insulin secretion, 2-3 h; activation, % at 16.6 µM; 0.61% of 370,000 active; AID 743287, 2014;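 active means lowest replicate activation of at least 40%, so every replicate reaches that level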;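 further: 0% = median of neutral control wells and 100% = median of IBMX positive control wells; some compounds called inactive have numbers as strong as hits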
ARNT-TACC3 inh = disruptors of ARNT/TACC3 protein interaction, primary screen, biochemical, AlphaScreen, single concentration; inhibition, % at 9.99 µM; 0.66% of 390,000 active; Transforming acidic coiled-coil-containing protein 3 (Homo sapiens), Q9Y6A5; AlphaScreen His-ARNT PAS-B/GST-TACC3 binding, luminescence; TACC3 fragment carries E629A point mutation;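 active means mean inhibition of replicates at least 50% and at least half of replicates each reaching 50%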;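 further: 0% = complete ARNT plus TACC3 wells and 100% = ARNT alone without TACC3; many hits fall short of the cut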
The depositor's hits bear a star; . = not tested or not shown.

The opening 13 compounds as a preview:
[1] C=CCn1c(SCc2ccccc2Cl)nnc1-c1sc2nc(C)cc(C)c2c1N
[2] CCOc1ccc(NC(=O)Cn2c(=O)n(CCCC(=O)NC3CCN(Cc4ccccc4)CC3)c(=O)c3ccccc32)cc1
[3] CC(C)N(C(=O)CSc1nc2ccccc2n1Cc1ccc(F)cc1)C(C)C
[4] CC1CCN(C(=O)CSc2nnc(Cc3cccn3C)n2CCc2ccccc2)CC1
[5] c1ccc(-c2nnc(OCC3CCCO3)c3ccccc23)cc1 (stereo unspecified)
[6] c1ccc(C[C@H]2CNCCN2CCC23CC4CC(CC(C4)C2)C3)cc1
[7] Cc1ccc(S(=O)(=O)Nc2ccc(O)c3ncccc23)cc1
[8] N#Cc1cccc(-c2ccc([C@H]3[C@@H](CO)N4CCCCN(C(=O)Nc5ccccc5)C[C@@H]34)cc2)c1
[9] CCCNC(=O)[C@@H]1[C@@H](CO)[C@@H]2Cn3c(ccc(C4=CCCCC4)c3=O)[C@@H]2N1C(=O)c1cnccn1
[10] NC(=O)c1cccc2cc3ccccc3cc12

| entry no. | 1 | 2 | 3 | 4 | 5 | 6 | 7 | 8 | 9 | 10 |
| --- | --- | --- | --- | --- | --- | --- | --- | --- | --- | --- |
| PGC1a acetyl inh | 10.8 | . | -8.0 | -8.8 | 5.3 | . | 13.4 | 0.8 | . | 5.2 |
| Cneo AK release | . | -3.9 | -0.8 | 9.3 | -1.5 | 0.0 | -3.5 | -1.0 | 2.1 | . |
| LGR2 antag | 6.4 | -9.7 | . | 4.8 | 29.6 | . | 13.2 | 9.9 | -2.7 | -5.1 |
| PAX8 inh HTS | 10.7 | 28.3 | . | 16.4 | 13.1 | . | 54.8 | -15.0 | . | -7.1 |
| PglD inh | . | -0.7 | 6.5 | -0.6 | -5.6 | -2.3 | -0.9 | -1.3 | 2.0 | . |
| C2C12 statin | . | 12.2 | 21.0 | 4.8 | 3.9 | -12.3 | 9.8 | . | 19.6 | . |
| INS-1E GSIS act | . | 2.2 | . | -8.9 | 19.9 | . | 0.9 | -35.7 | 4.5 | 1.0 |
| ARNT-TACC3 inh | 13.9 | 6.2 | -17.7 | . | -0.4 | 4.4 | . | 8.4 | -1.8 | -2.2 |

[11] Cc1nn(C)c(C)c1Sc1ccc(Br)cc1
[12] S=c1[nH]nc(-c2ccco2)n1/N=C/C=C/c1ccco1
[13] O=C(/C=C/c1ccccc1[N+](=O)[O-])NCCCn1ccnc1

| entry no. | 11 | 12 | 13 |
| --- | --- | --- | --- |
| PGC1a acetyl inh | 1.4 | . | . |
| Cneo AK release | -0.3 | . | . |
| LGR2 antag | . | 4.3 | -8.9 |
| PAX8 inh HTS | . | 15.4 | 22.7 |
| PglD inh | 6.0 | . | . |
| C2C12 statin | 29.1 | . | . |
| INS-1E GSIS act | . | 30.7 | -1.0 |
| ARNT-TACC3 inh | -5.2 | 4.6 | 7.5 |

The list itself, repeating the preview:
[1] C=CCn1c(SCc2ccccc2Cl)nnc1-c1sc2nc(C)cc(C)c2c1N
[2] CCOc1ccc(NC(=O)Cn2c(=O)n(CCCC(=O)NC3CCN(Cc4ccccc4)CC3)c(=O)c3ccccc32)cc1
[3] CC(C)N(C(=O)CSc1nc2ccccc2n1Cc1ccc(F)cc1)C(C)C
[4] CC1CCN(C(=O)CSc2nnc(Cc3cccn3C)n2CCc2ccccc2)CC1
[5] c1ccc(-c2nnc(OCC3CCCO3)c3ccccc23)cc1 (stereo unspecified)
[6] c1ccc(C[C@H]2CNCCN2CCC23CC4CC(CC(C4)C2)C3)cc1
[7] Cc1ccc(S(=O)(=O)Nc2ccc(O)c3ncccc23)cc1
[8] N#Cc1cccc(-c2ccc([C@H]3[C@@H](CO)N4CCCCN(C(=O)Nc5ccccc5)C[C@@H]34)cc2)c1

| entry no. | 1 | 2 | 3 | 4 | 5 | 6 | 7 | 8 |
| --- | --- | --- | --- | --- | --- | --- | --- | --- |
| PGC1a acetyl inh | 10.8 | . | -8.0 | -8.8 | 5.3 | . | 13.4 | 0.8 |
| Cneo AK release | . | -3.9 | -0.8 | 9.3 | -1.5 | 0.0 | -3.5 | -1.0 |
| LGR2 antag | 6.4 | -9.7 | . | 4.8 | 29.6 | . | 13.2 | 9.9 |
| PAX8 inh HTS | 10.7 | 28.3 | . | 16.4 | 13.1 | . | 54.8 | -15.0 |
| PglD inh | . | -0.7 | 6.5 | -0.6 | -5.6 | -2.3 | -0.9 | -1.3 |
| C2C12 statin | . | 12.2 | 21.0 | 4.8 | 3.9 | -12.3 | 9.8 | . |
| INS-1E GSIS act | . | 2.2 | . | -8.9 | 19.9 | . | 0.9 | -35.7 |
| ARNT-TACC3 inh | 13.9 | 6.2 | -17.7 | . | -0.4 | 4.4 | . | 8.4 |

[9] CCCNC(=O)[C@@H]1[C@@H](CO)[C@@H]2Cn3c(ccc(C4=CCCCC4)c3=O)[C@@H]2N1C(=O)c1cnccn1
[10] NC(=O)c1cccc2cc3ccccc3cc12
[11] Cc1nn(C)c(C)c1Sc1ccc(Br)cc1
[12] S=c1[nH]nc(-c2ccco2)n1/N=C/C=C/c1ccco1
[13] O=C(/C=C/c1ccccc1[N+](=O)[O-])NCCCn1ccnc1
[14] CC(=O)c1c(C)[nH]c(C(=O)OCC(=O)N2CC(=O)Nc3ccccc32)c1C
[15] O=C(Nc1ccc2c(c1)OCO2)c1noc2c1CCCC2
[16] NC1=NC2(CCCC2)n2c(nc3ccccc32)N1

| entry no. | 9 | 10 | 11 | 12 | 13 | 14 | 15 | 16 |
| --- | --- | --- | --- | --- | --- | --- | --- | --- |
| PGC1a acetyl inh | . | 5.2 | 1.4 | . | . | . | . | -1.7 |
| Cneo AK release | 2.1 | . | -0.3 | . | . | . | -2.3 | 4.4 |
| LGR2 antag | -2.7 | -5.1 | . | 4.3 | -8.9 | -0.2 | -40.8 | 2.0 |
| PAX8 inh HTS | . | -7.1 | . | 15.4 | 22.7 | 2.5 | -83.4 | -16.4 |
| PglD inh | 2.0 | . | 6.0 | . | . | . | -0.7 | 1.6 |
| C2C12 statin | 19.6 | . | 29.1 | . | . | . | -23.6 | 12.3 |
| INS-1E GSIS act | 4.5 | 1.0 | . | 30.7 | -1.0 | 6.8 | 4.8 | -6.2 |
| ARNT-TACC3 inh | -1.8 | -2.2 | -5.2 | 4.6 | 7.5 | -2.9 | -2.4 | . |

[17] C[C@H](CO)N1C[C@H](C)[C@H](CN(C)Cc2ccc(Cl)c(Cl)c2)Oc2ccc(NC(=O)Cc3ccccc3)cc2C1=O
[18] Cc1ccc(NC(=O)CNC(=O)c2ccc3c(c2)OCO3)nc1
[19] Cc1cccc(OCCSc2nnc(-c3ccoc3C)n2C)c1
[20] O=C1OCCN1C(=O)[C@H]1[C@H](c2ccc(F)cc2)C(c2ccccc2)=NN1c1ccc(Br)cc1
[21] CC(C)C[C@@H]1COCc2cn(nn2)CCCC(=O)N1
[22] Cc1ccc(-c2[nH]nc3c2C(c2ccsc2)C(C#N)=C(N)O3)cc1 (stereo unspecified)
[23] CCOc1ccc(NS(=O)(=O)c2ccc(C)c(C(=O)NCCCn3ccnc3)c2)cc1
[24] COc1cccc(-c2nc(CS(=O)(=O)CC(=O)NCc3ccc4c(c3)OCO4)c(C)o2)c1

| entry no. | 17 | 18 | 19 | 20 | 21 | 22 | 23 | 24 |
| --- | --- | --- | --- | --- | --- | --- | --- | --- |
| PGC1a acetyl inh | 6.6 | . | . | 4.6 | . | . | -3.7 | -5.3 |
| Cneo AK release | 0.5 | -0.7 | 2.5 | 2.9 | 50.4 | 0.5 | . | 4.5 |
| LGR2 antag | -2.2 | 0.6 | . | . | 1.0 | 6.5 | 19.5 | 0.0 |
| PAX8 inh HTS | . | -2.7 | . | . | -8.6 | . | -15.8 | 8.2 |
| PglD inh | 38.1 | -2.1 | 0.9 | -0.2 | . | -0.2 | . | -4.5 |
| C2C12 statin | -58.6 | 0.0 | -5.6 | 4.4 | . | 7.9 | . | -2.2 |
| INS-1E GSIS act | -34.5 | 4.3 | . | . | 5.1 | 17.6 | -3.3 | -14.2 |
| ARNT-TACC3 inh | 3.5 | 0.6 | 2.0 | -10.1 | . | 0.3 | -2.4 | -14.7 |

[25] C[C@H](CO)N1C[C@H](C)[C@@H](CN(C)C(=O)Nc2ccc3c(c2)OCO3)Oc2ccc(NC(=O)C3CC3)cc2C1=O
[26] CS(=O)(=O)N1CC(=O)N2[C@H](C1)[C@H](c1ccc(C#Cc3ccccc3)cc1)[C@@H]2CO
[27] O=C(CSC1=Nc2ccccc2C2CC=NN12)NCc1ccco1 (stereo unspecified)
[28] Cc1cccc(NS(=O)(=O)c2cc3c4c(c2)CCC(=O)N4CCC3)c1
[29] COC(=O)/C(C#N)=C/c1occc1C
[30] CCOc1ccccc1-c1nnc(SCC(=O)NC2CC3CCC2C3)n1CC (stereo unspecified)
[31] COc1ccc(-c2cnc3c(c2)C(=O)N([C@H](C)CO)C[C@H](C)[C@H](CN(C)Cc2ccncc2)O3)cc1
[32] Cn1c(=O)c2cc(NC(=S)NC3CCCCC3)ccc2n1Cc1cccc(C(F)(F)F)c1

| entry no. | 25 | 26 | 27 | 28 | 29 | 30 | 31 | 32 |
| --- | --- | --- | --- | --- | --- | --- | --- | --- |
| PGC1a acetyl inh | . | 0.6 | -22.3 | 11.3 | 6.9 | -10.4 | -0.8 | -14.6 |
| Cneo AK release | -0.4 | . | 2.2 | . | -2.6 | 1.3 | -0.5 | -0.3 |
| LGR2 antag | -3.6 | -0.4 | 14.5 | 4.3 | 7.4 | . | -24.9 | 16.8 |
| PAX8 inh HTS | -20.8 | 16.7 | 38.8 | 7.9 | -32.4 | . | . | 11.6 |
| PglD inh | 1.2 | . | -1.8 | . | 1.2 | -4.6 | 1.7 | 4.9 |
| C2C12 statin | 4.0 | . | 97.7* | -12.6 | 7.5 | 5.7 | 6.5 | 4.4 |
| INS-1E GSIS act | -2.6 | -9.3 | -5.6 | -2.5 | -1.3 | . | 12.9 | -46.6 |
| ARNT-TACC3 inh | 17.8 | . | -0.5 | -2.5 | -1.6 | -13.1 | 12.7 | . |

Compounds as they come; any-hit rate near 2.9%.
